proKLK7 act: activates the human kallikrein-7 zymogen. P49862. purified proKLK7, EDANS-DABCYL substrate fluorescence; 100% is mature enzyme control, 0% vehicle. activation, % at 7 µM. 370,000 tested, 0.9% active. AID 652039;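 active = activation above the mean of all tested compounds plus 3 SD, computed per campaign excluding outliers beyond control limits, cut at about 13% in these data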
Target sequence (P49862 whole entry, looked up): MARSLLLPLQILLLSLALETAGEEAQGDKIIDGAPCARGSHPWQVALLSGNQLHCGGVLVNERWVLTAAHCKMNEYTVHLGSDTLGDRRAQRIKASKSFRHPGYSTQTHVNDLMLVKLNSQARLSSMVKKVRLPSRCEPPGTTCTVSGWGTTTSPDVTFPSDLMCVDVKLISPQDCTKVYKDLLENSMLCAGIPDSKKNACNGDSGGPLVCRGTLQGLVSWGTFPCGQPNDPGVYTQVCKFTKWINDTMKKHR
ASAP1 inh: blocks human ASAP1-stimulated Arf1 GTP hydrolysis | 360,000 tested, 0.19% active | Q9ULH1 | AID 624377 | GDP FP detection | inhibition, % at 16.5 µM; in the data active = inhibition above about 25%;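 also: 0% = vehicle with enzyme and substrate and 100% = no enzyme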
HGIII-sPLA2 inh: Inhibits HGIII-sPLA2 liposome hydrolysis, primary screen; inhibition, % at 12.2 µM; QFRET BODIPY PC-A2 liposome hydrolysis, fluorescence; 370,000 tested, 0.56% active;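 active = inhibition above mean plus 3 SD of compounds lying within the high and low control bounds, cut at about 19% in these data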;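 also: 0% = median of test compound wells and 100% = no enzyme DMSO wells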
Target sequence (Q9NZ20 whole entry, looked up): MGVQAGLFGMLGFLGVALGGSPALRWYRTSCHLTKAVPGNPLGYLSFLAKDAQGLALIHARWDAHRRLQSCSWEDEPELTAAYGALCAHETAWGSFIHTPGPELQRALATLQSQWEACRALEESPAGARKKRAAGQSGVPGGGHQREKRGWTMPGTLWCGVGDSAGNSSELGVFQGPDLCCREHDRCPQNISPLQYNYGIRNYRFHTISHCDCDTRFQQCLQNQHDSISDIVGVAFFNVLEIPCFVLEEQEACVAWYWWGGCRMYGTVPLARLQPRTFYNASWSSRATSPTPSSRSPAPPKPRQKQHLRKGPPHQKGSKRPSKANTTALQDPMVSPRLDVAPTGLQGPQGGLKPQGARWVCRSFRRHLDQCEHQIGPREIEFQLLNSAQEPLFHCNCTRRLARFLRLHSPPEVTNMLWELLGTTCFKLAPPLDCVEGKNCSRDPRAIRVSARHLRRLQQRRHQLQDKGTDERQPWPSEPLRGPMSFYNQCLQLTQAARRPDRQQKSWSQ
Tn6 DDE FP: inhibitors of Tn6 peptide binding to human fibrin DD(E); P02675; Fibrin DD(E) TRITC-Tn6 fluorescence polarization displacement; inhibition, % at 8.3 µM; 370,000 tested, 0.21% active; AID 720509;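 active = inhibition above a per-campaign cutoff: mean of compounds within control limits plus 3 SD, cut at about 15% in these data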;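 also: 0% = median of all compound wells on the plate and 100% = blocking peptide control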
UHRF1 binding: human UHRF1 methylated DNA binding inhibitors; Q96T88; UHRF1 binding to methylated oligo, TR-FRET; inhibition, % at 4.4 µM; 370,000 tested, 0.75% active; in the data active = inhibition above about 21%;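 also: UHRF1 SRA domain binding a hemimethylated CpG hairpin DNA probe; 0% = median of test compound wells and 100% = reference inhibitor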
DDE Tn7 FP inh: disrupts Tn7 cyclic peptide binding to fibrin D-Dimer-E complex. 370,000 tested, 0.13% active. inhibition, % at 8.3 µM. FP displacement of FITC-Tn7 peptide from fibrin DD(E); 0% = median of compound wells per plate;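 active = inhibition above the mean of compounds falling within the control limits plus 3 SD of them, cut at about 14% in these data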;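 also: 0% = plate median of compound wells and 100% = 10 µM Aha-Tn7 peptide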
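Assay system: human fibrin DD(E) protein / Input: 2 µM fibrin DD(E) / Benchmarks: high control of 10 µM Aha-Tn7 peptide / Measured by: fluorescence polarization of the labelled Tn7 tracer / Medium: Tris buffer with calcium and detergent, pH 7.8 / Timing: 10 min compound pre-incubation, 3 h probe incubation at room temperature / Repeats: one replicate per compound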
NR1D1 modulator: Rev-erb alpha (human) modulation; AID 1259318; P20393; Rev-erbα–FITC-DNA binding, fluorescence polarization, 90 min; activity, % at 10 µM; 370,000 tested, 0.79% active;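 active = activity above about 14%, limit read from the data; passing the limit was not always enough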;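 also: 0% = DMSO wells with 35 nM protein and 100% = DMSO wells with 750 nM protein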
PLC-gamma1 inh: PLC-gamma1 (human) inhibition, primary screen | 370,000 tested, 0.84% active | purified PLC-gamma1, fluorogenic substrate, fluorescence | AID 720700 | inhibition, % at 12.2 µM; in the data active = inhibition above about 9.5%
ARFGAP1 inh: inhibits rat ARF GTPase activating protein 1; Q62848; 360,000 tested, 0.26% active; AID 651572; Arfgap1-stimulated ARF1 GTP hydrolysis, GDP FP detection; inhibition, % at 16.5 µM;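 active = inhibition above a per-plate limit, mean inhibition of low control wells plus 3 SD, cut at about 25% in these data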;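 also: 0% = DMSO wells with enzyme and 100% = wells lacking Arfgap1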
Target sequence (Q62848 1-136 limits assumed): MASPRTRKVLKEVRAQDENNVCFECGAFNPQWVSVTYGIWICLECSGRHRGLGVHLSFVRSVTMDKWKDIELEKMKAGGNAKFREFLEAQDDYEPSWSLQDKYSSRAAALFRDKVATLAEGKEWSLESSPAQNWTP
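Repeats: one replicate per compound; assay system: rat Arfgap1 catalytic domain, aa 1-136; times: enzyme reaction 120 min at 25 °C after 20 min preincubation; detection: FP of antibody-bound GDP Alexa 633 tracer, ex 620/em 688 nm; benchmarks: high control wells lacking Arfgap1, low control full reaction with DMSO; reagent: human ARF1(Δ1-17)-GTP substrate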
PLC-beta3 inh: inhibitors of human phospholipase C beta3. Q01970. 370,000 tested, 0.18% active. Purified PLC-beta3, fluorogenic substrate, fluorescence. inhibition, % at 12.2 µM; in the data active = inhibition above about 11%;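 also: 0% = median of compound wells on plate and 100% = full blocker control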
* hit, by the source's call; i = inactive.

Results follow in this order: ARFGAP1 inh	ASAP1 inh	HGIII-sPLA2 inh	UHRF1 binding	PLC-gamma1 inh	PLC-beta3 inh	proKLK7 act	DDE Tn7 FP inh	NR1D1 modulator	Tn6 DDE FP
> Cc1cc(=O)oc2cc(NC(=O)Cc3ccccc3)ccc12
  0	-6	-4	1	-137	-191	3.1	-3	-2	-5
> CN(C)CCN1CCN(C2CN(Cc3cn(Cc4ccccc4C(F)(F)F)nn3)S(=O)(=O)C2)CC1 (stereo unspecified)
  4	-7	-5	12	-1	2	1.0	0	1	5
> COc1ccc(CNC2CC(=O)N(C)C2=O)cc1 (stereo unspecified)
  -5	-2	3	1	2	4	-0.3	-1	-2	-9
> COc1ccc(NC(=O)CN2C(=O)NC3(CCCCCCC3)C2=O)cc1
  12	-4	8	1	1	-2	0.1	-5	-3	-6
> CNS(=O)(=O)c1cnccc1N1CCN(c2cccc(C(F)(F)F)c2)CC1
  -7	2	-10	-2	1	1	-0.1	-4	2	-2
> CCOC(=O)c1sc2nc3c(SCC(=O)O)cc(C(=O)c4cc(F)ccc4O)cn3c(=O)c2c1C
  -22	8	-1	1	-15	-15	-0.3	8	-10	-10
> Cc1cc(CNC(=O)c2cc(Br)ccc2Cl)nn1C
  -1	0	3	1	3	4	-0.5	-1	-2	-5
> CCn1c(CC(=O)Nc2ccc(C)cc2)nnc1SCC(=O)Nc1nc(C)cs1
  -5	-5	0	2	2	1	0.1	-4	4	-3
> CC(C)N(C(=O)CC1ON(C)C(=O)N1c1ccc(Cl)cc1)C(C)C (stereo unspecified)
  12	6	2	2	1	-7	0.1	-4	3	-4
> COc1ccc(OC)c(/C=C/C(=O)N2CCN(S(=O)(=O)c3cc(C)ccc3C)CC2)c1
  -5	1	-16	0	i	i	-22	0	-8	-4
> COc1ccccc1N1CCN(C(=O)CCNS(=O)(=O)c2ccc3c(c2)CCC(=O)N3)CC1
  8	-3	-2	4	0	3	0.1	-11	2	-8
> Cc1cc(=O)[nH]c(Nc2cccc(Br)c2)n1
  -4	-4	4	0	-1	-8	0.1	-1	5	3
> CCOc1ccc(CCNC(=O)COC(=O)c2n[nH]c3ccccc23)cc1OCC
  0	-5	-18	0	2	5	0.0	-3	-1	-1
> COc1ccc2cc(CN(CC3CCCO3)C(=O)Nc3ccccc3)c(=O)[nH]c2c1 (stereo unspecified)
  5	-3	-4	-1	-1	1	0.1	-1	-1	-2
> O=C(Nc1cccc(C(F)(F)F)c1)C1CCN(S(=O)(=O)c2ccc(N3CCCC3=O)cc2)CC1
  5	-6	-27	2	2	0	0.8	2	-4	-1
> CCCC(=O)Nc1nc(C)c(C(C)=O)s1
  -7	9	-2	1	0	1	-0.6	3	-6	0
> O=[N+]([O-])c1ccc(CNc2cccc(Cl)c2)s1
  -8	-4	3	-1	0	-5	0.7	7	5	7
> CN(C(=O)c1cccnc1)c1nnc(-c2ccccn2)s1
  13	-1	7	0	-9	-10	73*	-2	7	-4
> O=C(O)c1cc(-c2ccccc2)n(-c2ccc(Cl)cc2Cl)n1
  -3	7	5	5	-1	-8	-0.6	6	7	4
> O=C(CCC1CCCCC1)Nc1ccccc1C(=O)N1CCOCC1
  -13	-7	8	4	-1	1	-0.6	2	0	-4
> Cc1ccc(S(=O)(=O)N2CCC(=O)N(CCO)CC2)cc1
  2	16	4	-3	-6	-7	-0.6	0	-4	1
> CC(C)Cn1cc(-c2cncc3nccn23)cn1
  2	-5	15	-3	-90	-124	9.1	7	-4	8
> CCc1ccccc1N(CC(=O)NCc1ccco1)C(=O)c1snc(C(N)=O)c1N
  0	5	-6	1	-124	-152	4.5	7	-6	5
> CC(C)(C)SCCNC(=O)CN(c1ccccc1)S(=O)(=O)c1ccc(F)cc1
  -6	4	1	-1	0	5	0.5	3	-2	7
> COc1ccc(NC(=O)C2(C)CCN2Cc2ccc(C(C)C)cc2)cc1OC (stereo unspecified)
  -6	8	2	-1	3	-4	-0.2	5	-7	-4
> Cc1cc(NC(=O)Cc2ccc(Br)cc2)no1
  -6	-3	9	5	-4	-1	0.2	-1	10	3
> COC(=O)CCNS(=O)(=O)c1ccc2ccccc2c1
  11	16	18	1	-1	-1	-0.7	6	0	5
> CS(=O)(=O)N1CCCC(C(=O)N2CCN(c3cccc(Cl)c3)CC2)C1 (stereo unspecified)
  -2	-9	4	1	2	1	-0.1	0	-4	-3
> O=C1N(CN2C(=O)C3(OCCO3)c3ccccc32)c2ccccc2C12OCCO2
  -2	2	-10	-2	0	-2	0.3	-4	4	-5
> Cc1cccc(NC(=O)Nc2c(C)n(C)n(-c3ccccc3)c2=O)c1
  3	3	-1	0	0	-2	0.4	-1	4	6
> CCN(CC)C(=O)C1=C(C)N(CCCOC)C(=O)C(CC(=O)NCc2cccs2)C1 (stereo unspecified)
  -3	-12	8	-1	2	1	0.2	0	-2	-1
> CCN(C(=O)COC(=O)c1cc(=O)[nH]c2ccccc12)C1CCS(=O)(=O)C1 (stereo unspecified)
  -3	3	16	3	-211	-301	-54	9	6	-2
> CCCCn1c(SCC(=O)N2CCCC2)nnc1-c1ccccc1
  -8	-4	1	1	-1	-2	0.2	0	-5	-1
> N#CCCN(C(=O)CCl)c1cccc(Cl)c1
  8	4	6	1	-2	-3	0.9	-6	-2	-8
> CC(=O)/C(=N\Nc1ccc(C)cc1)N1CCOCC1
  1	-5	1	-2	3	2	0.4	-8	-1	7
> Cc1ccc2nc(-c3ccccc3)cc(C(=O)NCC(c3ccco3)N(C)C)c2c1 (stereo unspecified)
  11	-33	-12	-6	-53	-57	-0.5	-4	5	2
> O=[N+]([O-])c1ccc(OCc2nnc(-c3ccccc3)o2)cc1
  -1	-11	2	3	3	1	-0.3	2	-9	3
> COCCNc1c(-c2ccc(OC)c(OC)c2)nc2ccc(Cl)cn12
  3	11	2	0	i	i	4.7	-3	-1	-5
> Nc1ccccc1-c1nc2ccccc2[nH]c1=O
  2	3	3	-3	-2	-7	-0.1	-5	0	2
> Cc1nc2cc(NS(=O)(=O)c3c(C)c(C)cc(C)c3C)ccc2s1
  13	7	-44	-2	1	2	1.1	-11	9	3
> COc1ccccc1CNC(=O)c1c(-c2ccccc2)nn(-c2ccccc2)c1C
  1	-7	-6	4	0	8	0.8	0	3	-6
> Cc1cc(NS(=O)(=O)c2ccc(NC(=O)COc3ccc(Br)cc3)cc2)nc(C)n1
  -3	-4	-31	4	-1	-9	-1.2	6	-1	4
> O=C(NCCc1ccc(C(F)(F)F)cc1)C1CCC(=O)N(C2CC2)C1 (stereo unspecified)
  3	8	4	4	1	-4	-0.9	3	-6	10
> CCNC(=S)Nc1scc(-c2ccccc2)c1C(=O)OCC
  1	-13	18	2	0	3	-0.3	-11	0	0
> CC[C@H](C)C1NC(=O)[C@H](CC(=O)O)NC(=O)c2cc([N+](=O)[O-])cc(I)c2NCCC(C(N)=O)NC1=O (stereo partly specified)
  -6	1	-7	7	1	-5	0.2	-1	3	1
> NC(=O)C1=C[C@H](c2csc3ccccc23)C[C@H](OCCCCO)O1
  12	-5	0	0	-5	-9	0.1	6	-8	9
> C[C@H](NC(N)=O)C(=O)OCC(=O)NCc1cccs1
  11	11	5	1	0	-4	-0.3	7	-5	2
> COc1cccc(NC(=S)NNC(=O)CCn2cc([N+](=O)[O-])cn2)c1
  9	-1	12	-2	0	-1	-0.3	-3	-4	-4
> C/C(=N\Nc1cccc2cccnc12)c1ccccc1O
  -2	4	6	-2	-7	-10	-1.2	4	4	2
> CNC(=S)Nc1ccc(C23CC4CC(CC(C4)C2)C3)cc1
  -2	-2	10	-1	1	0	0.2	-5	0	-7
> COc1ccccc1N1CCN(C(=O)c2ccc(NC3=NC4CS(=O)(=O)CC4S3)cc2)CC1 (stereo unspecified)
  6	-1	0	-3	1	2	0.3	-2	1	-4
> O=C(Nc1cccc(F)c1)c1ccc(Br)o1
  5	-11	1	-1	-2	-2	0.6	1	2	-3
> CCOC(=O)COc1ccc(C(=O)Nc2cccc(Cl)c2C)cc1
  -3	0	-6	-1	0	-1	0.0	4	-2	-7
> COC(=O)[C@H](CCSC)NC(=O)Nc1ccc(S(N)(=O)=O)cc1
  -11	-7	12	3	-1	-9	0.5	8	0	3
> CC1CCCN(C(=O)c2cccc(S(=O)(=O)Nc3cc(C(F)(F)F)ccc3Cl)c2)C1 (stereo unspecified)
  -8	2	-47	-1	0	-3	-0.3	2	-3	1
> COc1ccc(Cl)cc1NC(=O)CN(C)C(=O)CN1C(=O)NC(C)(c2ccc3ccccc3c2)C1=O (stereo unspecified)
  9	19	-54	4	5	1	0.3	-7	11	-2
> O=C(CCCn1c(=O)[nH]c2ccccc2c1=O)Nc1ccc(F)cc1
  -4	1	7	1	4	4	0.2	-2	-1	5
> O=C(O)C1Cc2ccccc2-c2ccccc2C1
  -5	-7	0	-3	4	-6	0.3	2	2	6
> COc1cc2c(cc1/C=C1/NC(=O)N(CC(=O)Nc3ccccc3)C1=O)OCO2
  12	5	-5	19	-17	-37	2.4	-4	11	1
> Cc1c(C(=O)N2CCN(Cc3ccc4c(c3)OCO4)CC2)cccc1[N+](=O)[O-]
  -5	-5	-1	-2	0	6	0.0	0	1	1

Next part
Results follow in this order: ARFGAP1 inh	ASAP1 inh	HGIII-sPLA2 inh	UHRF1 binding	PLC-gamma1 inh	PLC-beta3 inh	proKLK7 act	DDE Tn7 FP inh	NR1D1 modulator	Tn6 DDE FP
> CCOC(=O)N(C)c1c(CC)nc2c(OCc3ccc(Cl)cc3)cccn12
  9	-1	1	-2	-3	-5	0.7	-3	-2	-5
> CC(=O)c1ccc(OCc2nnn(CC(=O)NS(=O)(=O)c3ccc(C)cc3)c2-c2ccccc2)cc1
  -6	-3	-35	1	-5	-6	0.0	2	-3	8
> O=C(Nc1nnc([C@@H]2C[C@H](O)[C@@H](CO)O2)s1)c1c(F)cccc1F
  8	-6	14	2	-2	2	-0.5	-1	-4	-1
> CCCCCCN(C(=O)CCCCCN1C(=O)NC(c2ccc(-c3ccccc3)cc2)C(C(=O)OCc2ccccc2)=C1C)C(C(=O)NCCCC)c1ccc(OCC(=O)OC)c(C(=O)OC)c1 (stereo unspecified)
  -2	4	-16	4	1	2	-0.1	-5	-2	-7

Three structures from above, sorted by length of the SMILES, largest number first:
Results follow in this order: ARFGAP1 inh	ASAP1 inh	HGIII-sPLA2 inh	UHRF1 binding	PLC-gamma1 inh	PLC-beta3 inh	proKLK7 act	DDE Tn7 FP inh	NR1D1 modulator	Tn6 DDE FP
> O=C(Nc1nnc([C@@H]2C[C@H](O)[C@@H](CO)O2)s1)c1c(F)cccc1F
  8	-6	14	2	-2	2	-0.5	-1	-4	-1
> Cc1c(C(=O)N2CCN(Cc3ccc4c(c3)OCO4)CC2)cccc1[N+](=O)[O-]
  -5	-5	-1	-2	0	6	0.0	0	1	1
> COc1cc2c(cc1/C=C1/NC(=O)N(CC(=O)Nc3ccccc3)C1=O)OCO2
  12	5	-5	19	-17	-37	2.4	-4	11	1
